Fam108B counter – Fam108B inhibition, counter-screen for RBBP9 inhibitors; 300,000 tested, 0.33% active; inhibition, % at 9.51 µM; AID 1947; recombinant Fam108B, FP-Rh probe fluorescence polarization;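 active = inhibition above the screen mean inhibition plus 3 SD, computed separately per campaign, cut at about 18% in these data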;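 also: inhibitors lower polarization as less probe binds the enzyme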
BCLXL inh – blocks human Bcl-xL binding to Bim BH3 peptide; Q07817; GST-Bcl-xL / FITC-Bim BH3 peptide fluorescence polarization; inhibition, % at 10.9 µM; 320,000 tested, 0.7% active; AID 2129;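 active = inhibition above the mean of all tested compounds plus 3 SD, cutoff set per campaign, cut at about 30% in these data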;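 also: 0% = DMSO wells and 100% = unlabeled Bim-BH3 peptide competitor; inhibitors lower millipolarization by displacing the labeled peptide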
Target sequence (Q07817 whole entry, looked up): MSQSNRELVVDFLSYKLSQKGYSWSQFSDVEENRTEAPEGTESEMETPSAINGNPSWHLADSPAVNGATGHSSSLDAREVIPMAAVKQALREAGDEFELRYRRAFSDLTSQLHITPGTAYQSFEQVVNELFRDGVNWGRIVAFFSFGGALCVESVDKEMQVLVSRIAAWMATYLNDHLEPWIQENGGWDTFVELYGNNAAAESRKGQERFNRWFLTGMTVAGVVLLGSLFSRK
MEX-5 binding – C. elegans MEX-5 TCR-2 RNA binding activity; Q9XUB2; MEX-5/FITC-TCR2 RNA binding, fluorescence polarization; stronger effect = lower value; activity score (negative = inhibition of binding), % at 10 µM; 300,000 tested, 0.38% active;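 active = inhibition past about -25% in most replicates, and total fluorescence under double the plate's negative control median, limit read from the data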;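 also: 0% = DMSO and -100% = 5 µM competing unlabeled TCR2 RNA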
ZTA counter – counter-screen for EBNA-1 inhibitors: inhibitors of Epstein-Barr virus ZTA; 320,000 tested, 0.15% active; ZTA-DNA binding, fluorescence polarization; inhibition, % at 11 µM; AID 2234; P03206; in the data active = inhibition above about 33%
Target sequence (P03206 whole entry, looked up): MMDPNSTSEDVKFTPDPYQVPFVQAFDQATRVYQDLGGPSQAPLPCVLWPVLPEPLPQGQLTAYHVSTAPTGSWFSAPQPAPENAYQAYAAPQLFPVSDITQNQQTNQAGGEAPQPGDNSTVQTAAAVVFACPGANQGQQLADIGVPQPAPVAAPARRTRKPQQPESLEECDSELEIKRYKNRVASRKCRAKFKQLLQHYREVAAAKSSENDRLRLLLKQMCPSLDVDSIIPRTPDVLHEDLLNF
Efflux pump mplx – inhibitors of Candida antifungal efflux pumps expressed in yeast. S. cerevisiae Candida pump triplex, Nile Red efflux. inhibition, % at 10 µM. 330,000 tested, 0.44% active;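 active = plate passing quality check with inhibition over a set limit, or well fluorescence over plate mean plus 4 SD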;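 also: Nile Red retained in pooled yeast measured as flow cytometry median fluorescence; 0% = buffer negative control and 100% = Enniatin B positive control; higher means more Nile Red kept so more efflux inhibition; some compounds called inactive have numbers as strong as hits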
Yeast superoxide – lowers age-related superoxide in aged yeast cells; superoxide response (% of plate mean), % at 10 µM; 330,000 tested, 0.18% active; S. cerevisiae aged cells, superoxide DHE fluorescence; stronger effect = lower value; AID 2690;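 active = superoxide response under a set limit, about three screen SD below normal, cut at about 65% in these data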;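 also: yeast aged for seven days with compound at 30 °C before DHE staining; 100% = average MFI of all compound-treated wells on the plate with controls excluded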
EBNA-1 inhibitor – blocks EBNA-1 binding to DNA; EBNA-1 DNA binding, fluorescence polarization; inhibition, % at 14.8 µM; 300,000 tested, 0.34% active; AID 1950; in the data active = inhibition above about 28%
GLD-1 RNA inh – GLD-1-TGE RNA interaction inhibition (C. elegans) | 320,000 tested, 0.44% active | purified GLD-1 + fluorescein TGE RNA, fluorescence polarization | Q17339 | AID 2280 | inhibition, % at 5.96 µM;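 active = percent inhibition above a per-plate cutoff, the plate mean of test compounds plus 3 SD, cut at about 30% in these data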;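 also: 0% = DMSO wells with GLD-1 and probe and 100% = wells lacking GLD-1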
MCL1-BIM inh – MCL1-BIM-BH3 interaction inhibition (human) | Q07820 | GST-MCL1 / FITC-Bim-BH3 fluorescence polarization | inhibition, % at 10.9 µM | 320,000 tested, 0.68% active | AID 2057;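 active = inhibition above the mean inhibition of all tested compounds plus 3 SD, set per campaign, cut at about 40% in these data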;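 also: 0% = DMSO wells and 100% = unlabeled Bim-BH3 peptide control; higher means more loss of mP so more displacement of Bim peptide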
Target sequence (Q07820 whole entry, looked up): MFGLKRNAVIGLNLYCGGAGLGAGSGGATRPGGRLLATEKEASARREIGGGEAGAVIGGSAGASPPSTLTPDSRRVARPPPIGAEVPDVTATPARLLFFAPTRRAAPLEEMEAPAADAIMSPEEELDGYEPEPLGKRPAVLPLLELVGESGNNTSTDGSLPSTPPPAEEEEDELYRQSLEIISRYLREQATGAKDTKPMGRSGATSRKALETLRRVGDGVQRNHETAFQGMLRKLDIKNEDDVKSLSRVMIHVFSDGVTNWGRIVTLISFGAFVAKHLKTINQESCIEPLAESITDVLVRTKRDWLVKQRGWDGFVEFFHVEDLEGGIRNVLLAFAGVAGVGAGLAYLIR
* = called active by the depositor; / = not tested or not shown.

SMILES	Fam108B counter	BCLXL inh	MEX-5 binding	ZTA counter	Efflux pump mplx	Yeast superoxide	EBNA-1 inhibitor	GLD-1 RNA inh	MCL1-BIM inh
CC(=O)Nc1ccccc1NC(=O)C/C(C)=N/NC(=O)C1CCCCC1	-1	6	0.9	4	0.0	93	-15	10	4
CC1CCCC(C)N1C(=O)COC(=O)CNC(=O)c1ccccc1 (stereo not given)	/	0	/	2	-0.1	89	/	6	-4
CN(C(=O)CC1C(=O)NCCN1Cc1ccoc1)C1CCOCC1 (stereo not given)	-5	10	-1.4	-3	-0.1	93	2	1	3
CC(=O)N1CCCN(Cc2nc(C3(c4ccc(C)cc4)CCCC3)no2)CC1	3	2	2.0	4	0.0	88	11	10	1
COC(=O)NC1CCS(=O)(=O)C1 (stereo not given)	-5	-4	-0.8	-3	-0.2	104	-6	1	2
COc1ccccc1NC(=O)C1=C(C)Nc2nc(CCCO)nn2C1c1ccc2c(c1)OCO2 (stereo not given)	3	4	0.9	8	-0.1	96	3	1	-4
CCOc1ccc(S(=O)(=O)N2CCN(CC)CC2)cc1NC(=O)c1ccccc1F	2	4	-0.6	-16	0.1	96	5	9	-4
CCOc1ccccc1C1C(C#N)=C(SCC(=O)OC)NC(=O)C1C(=O)OC (stereo not given)	-4	-1	-0.7	-6	0.1	119	3	6	-1
O=C(CN1CCN(S(=O)(=O)c2ccccc2[N+](=O)[O-])CC1)NC(=O)NCc1ccco1	3	-1	1.8	13	-0.1	98	-10	0	2
COc1ccc(CSc2nnnn2-c2ccc(C(=O)O)cc2)cc1	0	7	0.8	-1	-0.1	101	-11	-5	-3

The closing 4 records of the part above are carried over, then new ones follow.
SMILES	Fam108B counter	BCLXL inh	MEX-5 binding	ZTA counter	Efflux pump mplx	Yeast superoxide	EBNA-1 inhibitor	GLD-1 RNA inh	MCL1-BIM inh
CCOc1ccc(S(=O)(=O)N2CCN(CC)CC2)cc1NC(=O)c1ccccc1F	2	4	-0.6	-16	0.1	96	5	9	-4
CCOc1ccccc1C1C(C#N)=C(SCC(=O)OC)NC(=O)C1C(=O)OC (stereo not given)	-4	-1	-0.7	-6	0.1	119	3	6	-1
O=C(CN1CCN(S(=O)(=O)c2ccccc2[N+](=O)[O-])CC1)NC(=O)NCc1ccco1	3	-1	1.8	13	-0.1	98	-10	0	2
COc1ccc(CSc2nnnn2-c2ccc(C(=O)O)cc2)cc1	0	7	0.8	-1	-0.1	101	-11	-5	-3
COc1ccc(-c2[nH]ncc2CN(C)C(C)c2ccon2)cc1F (stereo not given)	-4	3	3.6	-14	-0.1	101	-7	10	-1
Cc1cccc(-c2nnn(Cc3nnc(NC(=O)c4ccccc4)s3)n2)c1	0	7	-3.0	5	0.0	91	5	-5	-5
Brc1ccc2[nH]c3c(NCc4ccccn4)ncnc3c2c1	8	6	-1.6	-4	-0.1	98	-8	6	6
Cc1nnc(SCC(=O)N(C2CCCCC2)C2CCS(=O)(=O)C2)n1C (stereo not given)	/	-5	/	11	0.1	106	/	-3	-10
CC(=O)Nc1nnc(C)s1	-1	5	0.4	-15	-0.1	89	-15	5	-1
CC1CCN(c2c(NCc3ccc(C(=O)NCCc4ccc(Cl)cc4)cc3)c(=O)c2=O)CC1	2	4	-0.8	13	0.1	108	5	-16	2
CCOC(=O)CNC(=O)CSc1nnc(NC(=O)c2ccc3c(c2)OCO3)s1	5	1	1.2	1	-0.3	83	4	1	1
Cc1ccc(S(=O)(=O)CCC(=O)OCC(=O)NC(=O)c2ccccc2)cc1	-1	-1	-5.4	7	0.0	105	4	-1	-2
Cc1nn(C)c(Oc2ccccc2)c1CCNS(=O)(=O)c1ccc(F)cc1	5	2	/	3	-0.1	102	-4	-1	3
N#C/C(=C/c1cn(-c2ccccc2)nc1-c1cccc(S(=O)(=O)N2CCCC2)c1)C(=O)NCc1ccco1	-31	8	5.7	12	0.8	109	0	-4	-3

3 of these compounds in another layout.
Value order – Fam108B counter | BCLXL inh | MEX-5 binding | ZTA counter | Efflux pump mplx | Yeast superoxide | EBNA-1 inhibitor | GLD-1 RNA inh | MCL1-BIM inh
CC1CCN(c2c(NCc3ccc(C(=O)NCCc4ccc(Cl)cc4)cc3)c(=O)c2=O)CC1
    2 | 4 | -0.8 | 13 | 0.1 | 108 | 5 | -16 | 2
Cc1ccc(S(=O)(=O)CCC(=O)OCC(=O)NC(=O)c2ccccc2)cc1
    -1 | -1 | -5.4 | 7 | 0.0 | 105 | 4 | -1 | -2
COc1ccc(-c2[nH]ncc2CN(C)C(C)c2ccon2)cc1F (stereo not given)
    -4 | 3 | 3.6 | -14 | -0.1 | 101 | -7 | 10 | -1

Continuation.
SMILES	Fam108B counter	BCLXL inh	MEX-5 binding	ZTA counter	Efflux pump mplx	Yeast superoxide	EBNA-1 inhibitor	GLD-1 RNA inh	MCL1-BIM inh
Cc1ccccc1OCC(=O)Nc1nc2ccccc2[nH]1	0	2	-2.4	4	0.1	97	-12	-1	5
Cn1cc(CN2CCN(c3ccc(Cl)cn3)CC2)c(-c2ccccc2F)n1	2	-2	0.5	-9	0.1	93	-5	0	17
COC(=O)c1ccccc1NC(=O)CNC(=O)c1ccc(OC)cc1	-1	-4	-10	15	0.0	100	3	1	-5
O=[N+]([O-])c1ccccc1Oc1cnc2ccccc2n1	-1	1	-1.6	-6	0.1	132	-8	2	0
CCOC(=O)c1c(NC(=O)Cn2nc(C(F)(F)F)cc2C)sc(C)c1C	1	7	0.2	4	-0.1	114	0	3	4
Cc1ccccc1CN1CCC(N2CCC(C(=O)NCC3CCCO3)CC2)CC1 (stereo not given)	-1	12	-5.5	4	0.0	103	14	-7	11
CC1(C)CC(=O)c2cnc(N)nc2C1	-2	4	0.6	-27	0.0	98	-14	5	3
O=C(ONc1ccc(N=NC(=O)c2ccccc2O)cc1)c1ccccc1	8	12	-0.9	-5	-0.1	88	5	8	23
O=C(NCc1ccccc1)C1=C[C@@H](c2csc3ccccc23)C[C@@H](OCCCCO)O1	2	2	-2.5	-22	-0.1	99	-10	-1	4
CC(=O)Nc1ccc(NC(=O)CSc2nnc(-c3ccccc3)n2Cc2ccc3c(c2)OCO3)cc1	4	-1	0.0	-6	-0.1	113	0	1	-4

The closing 6 records of the part before come first, to join the parts.
SMILES	Fam108B counter	BCLXL inh	MEX-5 binding	ZTA counter	Efflux pump mplx	Yeast superoxide	EBNA-1 inhibitor	GLD-1 RNA inh	MCL1-BIM inh
CCOC(=O)c1c(NC(=O)Cn2nc(C(F)(F)F)cc2C)sc(C)c1C	1	7	0.2	4	-0.1	114	0	3	4
Cc1ccccc1CN1CCC(N2CCC(C(=O)NCC3CCCO3)CC2)CC1 (stereo not given)	-1	12	-5.5	4	0.0	103	14	-7	11
CC1(C)CC(=O)c2cnc(N)nc2C1	-2	4	0.6	-27	0.0	98	-14	5	3
O=C(ONc1ccc(N=NC(=O)c2ccccc2O)cc1)c1ccccc1	8	12	-0.9	-5	-0.1	88	5	8	23
O=C(NCc1ccccc1)C1=C[C@@H](c2csc3ccccc23)C[C@@H](OCCCCO)O1	2	2	-2.5	-22	-0.1	99	-10	-1	4
CC(=O)Nc1ccc(NC(=O)CSc2nnc(-c3ccccc3)n2Cc2ccc3c(c2)OCO3)cc1	4	-1	0.0	-6	-0.1	113	0	1	-4
O=C1CCC([N+](=O)[O-])C(c2ccc(Br)cc2)N1 (stereo not given)	1	4	4.8	-2	0.1	115	0	13	8
COc1ccc(C(=O)NCCn2cc(SCC(=O)N3CCOCC3)c3ccccc32)cc1	-1	-5	0.7	12	-0.1	97	8	2	-9
COc1ccccc1CN(C)C(=O)CN1CCN(C(=O)c2cccs2)CC1	/	4	/	-13	-0.1	97	/	6	20
COc1ccc(NC(=O)c2ccc(OC)c(S(=O)(=O)N3CCCCC3C)c2)cn1 (stereo not given)	/	51*	/	-4	-0.1	88	/	33*	48*
CCOC(=O)C1CN(S(=O)(=O)c2ccccc2)C1	-2	5	2.1	5	0.0	110	11	-3	6
N#Cc1nc(COc2ccccc2)oc1N1CCCCCC1	-5	1	2.8	-9	0.5	106	-4	-3	-3
CC(=O)c1cc(Cl)ccc1OC(=O)c1ccco1	3	-1	1.4	-1	0.1	99	-6	3	-1
Nc1cc(-c2ccccc2)n2c(n1)nc1ccccc12	-2	2	-0.6	-15	0.2	102	-10	4	4
N#C/C(=C\N1CCOCC1)C(N)=O	0	3	2.7	0	0.0	102	-8	2	6
FC(F)(F)c1cccc(N2CCN(Cc3cccnc3)CC2)c1	-5	2	0.4	-27	0.1	92	-8	1	-7
COc1ccc(C(CC(=O)O)NC(=O)C2CCCCC2)cc1 (stereo not given)	0	2	-0.5	6	0.2	109	-11	6	-1
Clc1ccc(Nc2ccccc2)nn1	1	-2	1.0	2	0.1	104	12	9	2
Nc1cc(Cl)ccc1C(=O)OCC(=O)NC1CCCCCCC1	/	2	/	-8	0.0	76	/	8	5
N#Cc1ccc(OCCN2CCc3ccccc3C2)cc1	2	8	-2.4	6	0.1	104	11	-6	0
CN(C(=O)COC(=O)c1ccc(C(C)(C)C)cc1)C1CCS(=O)(=O)C1 (stereo not given)	0	0	-1.2	16	0.1	106	4	-1	-7
OC(COc1ccc(F)cc1)CN1CCN(c2ccccc2F)CC1 (stereo not given)	0	1	1.6	-1	0.1	117	-5	-2	4
Cc1cccc(OCCCC(=O)Nc2ccc(S(=O)(=O)N3CCCC3)cc2)c1	2	-5	2.7	10	0.0	114	-11	4	-3
Cn1c(C=O)c(-c2ccc3c(c2)OCCO3)c2ccccc21	/	7	/	12	-0.1	86	/	-6	2
CSc1cccc(NC(=O)C(C)C)c1	1	-1	0.5	6	0.3	89	-6	2	-2
COc1ccc(N(C(=O)CNC(=O)c2ccco2)C(C(=O)NC2CCCC2)c2ccc(C)o2)cc1 (stereo not given)	1	1	-0.8	0	-0.1	112	5	2	1
Cc1ccc(NC(=O)c2cc(C(C)(C)C)nn2Cc2ccccc2)cc1	-7	-4	1.3	6	0.0	89	-3	6	0
CCOC(=O)C1=C(O)C(=O)N(Cc2cccnc2)C1c1ccc(OC)cc1 (stereo not given)	2	-2	-5.4	-3	0.1	90	-17	2	2
O=C(/C=C/c1ccco1)Nc1scc(-c2ccccc2)c1C(=O)O	-1	13	-3.3	20	0.2	114	8	-1	36
CC(C)CN(C(=O)CN1CCOCC1)c1c(N)n(CC(C)C)c(=O)[nH]c1=O	2	2	-0.8	6	0.1	105	3	1	0
O=C(NCC(c1cccs1)N1CCOCC1)c1ccc(Cl)cc1 (stereo not given)	-2	4	3.0	13	-0.2	98	6	1	6
Cn1c(N)c(C(=O)COC(=O)CN2C(=O)c3ccccc3C2=O)c(=O)n(C)c1=O	6	5	-1.2	3	-0.1	73	-2	2	-9
c1ccc(-c2noc(-c3cccc4ccccc34)n2)nc1	3	5	-1.3	-11	0.0	103	8	0	0
Cc1ccc(NC2CCCN(C(=O)CCN3CCCCO3)C2)cc1C (stereo not given)	-1	2	2.3	-10	-0.1	102	3	6	-4
COc1ccc(/C(C)=N\NC(=O)C(c2ccncc2)N2CCOCC2)cc1 (stereo not given)	6	0	-1.7	7	0.1	94	5	6	-7
COCC(=O)N1CCC(Oc2ccc(C(=O)NCc3cc(C)no3)cc2)CC1	-3	0	0.2	-20	-0.1	95	7	6	1
